Assay outcomes from PubChem.
DAX1 inh-1: inhibitors of DAX1 repression of SF-1 activated StAR promoter | inhibition, % at 6.8 µM | HEK293T StAR-luciferase reporter, SF-1/DAX-1 repression relief | 370,000 tested, 1.1% active | AID 652010;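 active = inhibition above the mean over all tested compounds plus 3 SD, cut at about 3.6% in these data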;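 also: 0% = DAX-1 cells with DMSO and 100% = cells lacking DAX-1 with DMSO; higher inhibition means more luminescence from relief of DAX-1 repression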
SMARCA2 act: increases SMARCA2 function in MMTV reporter cells; 370,000 tested, 1% active; MG213 cells, MMTV-luciferase reporter, dexamethasone, overnight; activation, % at 9.1 µM; AID 652017; in the data active = activation above about 7.8%;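 also: 0% = vehicle wells and 100% = reference activator wells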
hcDAF12 agonist: H. contortus DAF-12 activation, primary screen | HEK293 hcDAF-12 lit1-tk-luc reporter, luminescence; 0% DMSO, 100% Δ7-dafachronic acid | activation, % at 6.8 µM | 370,000 tested, 1.4% active;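 active = activation above the mean of all tested compounds plus 3 SD, cut at about 5.5% in these data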;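 also: 100% = response to 3 µM Δ7-dafachronic acid high control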
NR1D1 modulator: modulators of human Rev-erb alpha DNA binding. 370,000 tested, 0.79% active. Rev-erbα–FITC-DNA binding, fluorescence polarization, 90 min. activity, % at 10 µM. AID 1259318. P20393;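 active = activity above about 14%, limit read from the data; passing the limit was not always enough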;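 also: 0% = DMSO wells with 35 nM protein and 100% = DMSO wells with 750 nM protein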
Target sequence (P20393 whole entry, looked up): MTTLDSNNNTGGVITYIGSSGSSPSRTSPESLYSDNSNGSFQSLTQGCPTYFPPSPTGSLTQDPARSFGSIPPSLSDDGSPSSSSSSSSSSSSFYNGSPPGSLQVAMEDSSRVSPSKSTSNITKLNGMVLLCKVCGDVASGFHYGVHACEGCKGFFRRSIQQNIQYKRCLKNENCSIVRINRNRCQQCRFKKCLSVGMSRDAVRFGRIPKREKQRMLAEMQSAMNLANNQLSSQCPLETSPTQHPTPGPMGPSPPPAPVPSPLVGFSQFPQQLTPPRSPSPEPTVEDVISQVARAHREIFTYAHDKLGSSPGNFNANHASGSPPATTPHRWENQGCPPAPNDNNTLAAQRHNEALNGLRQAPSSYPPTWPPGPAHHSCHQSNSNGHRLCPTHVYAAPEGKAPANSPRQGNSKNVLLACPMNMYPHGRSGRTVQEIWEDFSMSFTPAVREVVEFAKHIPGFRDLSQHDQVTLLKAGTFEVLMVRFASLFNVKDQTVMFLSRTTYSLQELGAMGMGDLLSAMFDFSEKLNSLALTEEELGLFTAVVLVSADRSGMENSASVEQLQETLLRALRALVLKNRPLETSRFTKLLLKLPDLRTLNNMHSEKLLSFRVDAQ
PLC-beta3 inh: PLC-beta3 (human) inhibition, primary screen; Purified PLC-beta3, fluorogenic substrate, fluorescence; inhibition, % at 12.2 µM; 370,000 tested, 0.18% active; Q01970; in the data active = inhibition above about 11%;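 also: 0% = median of compound wells on plate and 100% = full blocker control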
GAA850 FXN act: activators of GAA850 frataxin (FXN) promoter. activation, % at 6 µM. AID 540364. 360,000 tested, 0.56% active. HEK293 lucGAA850 FXN promoter luciferase reporter, 24 h; percent of 10 µM SAHA response;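 active = activation above the average of all compounds screened plus 3 SD, cutoff fixed separately per campaign, cut at about 7.5% in these data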;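 also: 0% = DMSO wells and 100% = 10 µM SAHA wells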
HGIII-sPLA2 inh: Inhibits HGIII-sPLA2 liposome hydrolysis, primary screen. Q9NZ20. QFRET BODIPY PC-A2 liposome hydrolysis, fluorescence. inhibition, % at 12.2 µM. 370,000 tested, 0.56% active;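 active = inhibition above mean plus 3 SD of compounds lying within the high and low control bounds, cut at about 19% in these data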;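 also: 0% = median of test compound wells and 100% = no enzyme DMSO wells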
DAX1 inh-2: NR0B1 (DAX1) inhibition; HEK293 Gal4-DAX1 luciferase reporter, luminescence; inhibition, % at 6.75 µM; AID 504766; 340,000 tested, 0.99% active;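 active = inhibition above the mean over all tested compounds plus 3 SD, cut at about 4.2% in these data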;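 also: 0% = DAX1-transfected cells with DMSO and 100% = empty-vector control cells with DMSO; inhibition shows as a rise in luminescence from relieved DAX1 repression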
Target sequence (P51843 207-470 limits assumed): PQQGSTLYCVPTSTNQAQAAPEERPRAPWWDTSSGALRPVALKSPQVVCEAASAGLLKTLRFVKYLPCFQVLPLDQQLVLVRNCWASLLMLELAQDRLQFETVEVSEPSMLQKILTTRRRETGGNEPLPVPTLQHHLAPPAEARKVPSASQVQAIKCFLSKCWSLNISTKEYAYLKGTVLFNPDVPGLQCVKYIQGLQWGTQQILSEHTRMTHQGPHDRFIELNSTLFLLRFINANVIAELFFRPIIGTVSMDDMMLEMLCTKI
PG9 binder: PG9 antibody binding by small molecule | AID 624416 | inhibition, % at 6.7 µM | TR-FRET gp120-PG9 antibody binding | 360,000 tested, 0.43% active; in the data active = inhibition above about 8.5%
ssDAF12 agonist: S. stercoralis DAF-12 activation, primary screen. HEK293 ssDAF-12/GRIP1 lit1-tk-luc reporter, luminescence; % of 3 µM dafachronic acid response. activation, % at 6.8 µM. 370,000 tested, 1% active. AID 652126;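 active = activation above the mean over all tested compounds plus 3 SD, cut at about 0.9% in these data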;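 also: 0% = DMSO-only wells and 100% = 3 µM delta7-dafachronic acid wells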
hgDAF-12 ag: activates the H. glycines DAF-12 receptor ligand-binding domain; HEK293 GAL4-hgDAF12 UAS-luciferase reporter, agonist luminescence; normalized to butyrate control; activation, % at 6.8 µM; 370,000 tested, 1.8% active; AID 687014;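 active = activation above a cutoff set at the mean of all screened compounds plus 3 SD, cut at about 10% in these data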;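 also: 0% = DMSO wells and 100% = sodium butyrate wells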
* = called active by the depositor; x = not tested or not shown.

SMILES	DAX1 inh-1	SMARCA2 act	hcDAF12 agonist	NR1D1 modulator	PLC-beta3 inh	GAA850 FXN act	HGIII-sPLA2 inh	DAX1 inh-2	PG9 binder	ssDAF12 agonist	hgDAF-12 ag
Nc1ccccc1SCc1ccccc1Cl	-0.4	-4	1.2	5	-7	2.0	16	x	0.8	-1.4	1.0
N/C(=N\OC(=O)c1ccc2c(c1)OCO2)c1ccc(Br)cc1	0.4	6	2.5	8	1	3.5	-2	0.5	-0.5	-1.4	7.1
C=CC(=O)Nc1cccc(Oc2ncnc3[nH]cc(-c4cnc5ccccc5c4)c23)c1	-1.7	1	-2.6	-4	-14	-0.6	-19	0.1	-0.9	-1.9	-0.6
COc1cc(/C=C/CNC[C@H]2O[C@@H](n3cc(C)c(=O)[nH]c3=O)C[C@@H]2O)ccc1O	-0.3	-4	0.1	1	-3	0.7	6	0.5	-0.3	-0.3	-0.3
Cc1cc(C(=O)N2CCN(c3ccc(F)cc3)CC2)on1	-0.3	-3	-1.7	-2	3	3.4	-1	0.5	-1.9	-1.4	0.0
Cc1ccccc1C(=O)N1CCC(C(=O)OCc2ccccn2)CC1	-0.7	-5	-0.3	2	-4	-1.1	8	2.1	1.8	-1.0	-1.6
Cc1ccc(CNS(=O)(=O)c2ccc3c(c2)NC(=O)CO3)cc1	0.2	-3	-1.2	-1	-8	-1.6	-7	-0.2	-0.2	-1.0	-1.3
CC(C)NC(=O)c1cc(C2CCCCN2S(=O)(=O)c2cccc3cccnc23)on1 (stereo unspecified)	0.9	-1	1.1	2	2	-0.8	3	x	1.2	-1.5	1.4
O=c1c(/C=N/OCc2ccc(Cl)cc2Cl)c[nH]n1-c1cccc(Cl)n1	0.1	0	0.8	-6	1	-0.4	-4	1.8	0.6	-1.1	-1.4
O=c1[nH]c2ccc(S(=O)(=O)Nc3ccc(Br)cc3)cc2[nH]1	-0.6	-1	-0.6	6	-5	-2.4	-1	0.5	-0.4	-0.8	-1.4
CCOc1cc(C2CC(=O)c3c(ccc4ccccc34)N2)ccc1O (stereo unspecified)	-0.6	0	-1.2	0	1	0.5	-34	-0.8	-1.9	-1.5	-1.5
Cc1ccc(C)c(N2CCN(C(=O)C(Cc3ccccc3)n3cccc3)CC2)c1 (stereo unspecified)	-1.1	-2	-1.3	3	0	-1.6	-12	-1.3	0.3	-1.2	-3.6
Cc1cc(C(=O)NCCCN2CCCC2=O)no1	-0.3	-1	-1.6	0	1	1.0	2	-0.2	2.0	-1.2	3.3
C[C@H](c1ccccc1)N1C[C@H](COCc2ccccc2)Oc2cc(N3CCC[C@@H]3CO)ccc2S1(=O)=O	-0.8	0	-1.2	4	-2	x	-6	x	-1.2	-0.7	-0.2
CC1(C)N=C(N)N=C(N)N1c1ccc(OCC(=O)N2CCOCC2)c(Cl)c1	-5.9	-5	-1.1	7	3	0.0	7	0.3	1.2	-0.5	-4.7
Cc1ccc2cc(CN(CC3CCCO3)C(=S)Nc3ccccc3)c(=O)[nH]c2c1C (stereo unspecified)	-3.3	-2	-4.7	-5	-2	-5.9	3	-3.3	-0.5	-0.9	-7.0
Cc1ccc(C)c(Nc2ccc(C(=O)NCCc3ccccc3)cn2)c1	-0.1	-2	1.0	4	-6	1.2	-9	0.4	-1.2	-0.1	-0.3
CC1CC(C)CN(S(=O)(=O)c2ccc3c(c2)C(C)(C)C(=O)N3C)C1 (stereo unspecified)	0.1	-1	0.5	0	-5	3.3	2	-0.2	-0.1	-1.0	0.5
CCCC(=O)N1CCCC1(C)C(=O)Nc1ccc2nc(C)ccc2c1 (stereo unspecified)	-1.8	0	-1.4	0	-25	-0.9	-4	x	2.9	-1.5	-0.9
CCC1CCCCN1Cc1nc2c(c(=O)n(C)c(=O)n2C)n1CCC(C)C (stereo unspecified)	1.6	-1	0.2	-4	4	1.3	2	0.0	2.2	-1.7	-0.3
O=C(Nc1cccc(NC(=O)c2ccc(Br)o2)n1)c1ccc(Br)o1	0.7	-1	0.5	-12	-5	-2.9	0	-0.5	0.1	-0.9	0.0
O=C(CN1CCOCC1)N/N=C/C(Br)=C\c1ccccc1	0.2	-1	-1.8	-6	-5	3.1	1	0.9	-0.9	-0.6	-0.6
COC1CCCCC1Nc1ccc(C)c(C)c1 (stereo unspecified)	0.1	0	0.6	3	3	0.4	7	0.2	-1.6	-1.0	2.1
Cc1cccc(C(P(=O)(c2ccccc2)c2ccccc2)P(=O)(c2ccccc2)c2ccccc2)n1	-0.2	-4	-1.7	-5	3	6.2	10	1.1	0.7	-0.6	-0.8
Cc1ccc(C2c3[nH]c4ccccc4c3C[C@H]3C(=O)N(c4ccccc4C(=O)NCCN4CCOCC4)C(=O)N23)cc1 (stereo partly specified)	-0.2	0	4.8	-5	-4	-6.9	-23	0.9	-3.4	-0.9	0.2
COc1c(/C=N/NC(=O)[C@H]2C[C@@H]2c2ccccc2)c(CCN(C)C(C)=O)cc2c1OCO2	-0.2	2	-2.7	-4	-6	-2.5	-1	0.2	-2.1	-1.9	-2.3
O=C1CCC(=O)N1OCCCOc1ccc(Br)cc1Cl	0.4	0	-0.1	2	-1	-2.2	4	-0.7	1.1	-1.1	2.4
O=C(CN1C(=O)C2CC=CCC2C1=O)Nc1nc2ccc(F)cc2s1 (stereo unspecified)	1.1	0	1.0	-7	-5	5.0	-11	1.7	-1.7	0.3	7.5
CCc1ccc(CN(C)C(=O)c2cc(=O)c3ccccc3o2)cc1	-0.5	0	-0.5	-3	-4	1.3	2	-0.2	-1.1	-0.8	-4.2
CC1(C)c2[nH]c3ccccc3c2C[C@H]2C(=O)N(Cc3ccccc3F)C(=O)N21	-0.7	0	-1.2	-1	-11	-1.5	-12	-2.1	0.8	-1.8	-3.6
CCC1(c2ccccc2)NC(=S)N(c2ccc(C)c(C)c2)N1 (stereo unspecified)	0.8	0	1.0	-3	-9	1.2	12	-0.1	-1.5	0.0	5.2
O=C(NCCc1ccccc1)c1cnc2n(c1=O)CCS2	2.3	7	2.0	-2	-1	3.9	4	1.9	-0.6	1.3*	7.8
COc1ccc(OC)c(N(CC(=O)Nc2cccc(C(F)(F)F)c2)S(C)(=O)=O)c1	-0.1	-2	-0.3	-5	0	2.4	-23	-0.6	0.7	-1.2	-2.7
CCCCOC(=O)c1ccc(NC(=O)C2CCCO2)cc1 (stereo unspecified)	0.5	2	-0.2	-3	0	1.4	-3	-0.1	-0.8	-1.1	6.8
Cc1cc(Br)ccc1NC(=O)CN(C)C(=O)C1CSC2(C)CCC(=O)N12 (stereo unspecified)	2.8	3	-0.1	-1	-6	1.4	-5	1.2	-2.3	-0.8	1.7
CCOc1ccccc1NC(=S)NNS(=O)(=O)c1c(C)cc(C)cc1C	-0.2	-4	1.8	4	7	2.3	3	-1.2	0.3	-0.9	2.7
CCOC(=O)N1CCN(c2c(N3CCN(C(=O)OCC)CC3)c(=O)c2=O)CC1	-0.1	0	-1.4	-2	-1	0.0	-2	-1.5	-0.3	-1.2	0.2
CCCc1cc(=O)[nH]c(SCC(=O)c2cc(C)n(-c3cc(C)on3)c2C)n1	-0.8	-3	0.0	-2	-12	-0.1	-18	-1.5	1.8	-1.3	-0.7
CCCCc1ccc(NC(=S)NCCO)cc1	-0.1	2	-0.6	-3	2	3.6	10	-1.2	-0.4	-1.0	0.8
CC(=O)Nc1ccc(NC(=O)N2CCCCC2)cc1	0.2	-1	-0.1	4	4	-1.4	0	0.1	0.5	-0.9	0.4
O=C(NNC(=O)c1ccc(F)cc1)C(=O)N1CCCCC1	0.2	-2	-1.8	3	-1	0.4	14	-0.8	3.0	-0.9	-2.1
Cc1occc1C(=O)N/N=C/c1cnn(C)c1C	3.2	8.8*	2.9	-2	-1	2.5	5	1.7	-0.9	0.4	16*
CCOc1ccc(CNC(=O)CCCn2nc(CC)n3c(cc4occc43)c2=O)cc1	-1.9	-2	-1.9	-3	-17	0.4	-3	-0.3	1.0	-1.1	-1.7
COc1cc(N2C(=O)CSC2=S)cc(OC)c1OC	-0.5	1	-2.1	-5	-22	0.8	-7	-0.3	-2.7	-0.8	-0.4
CC1(C)N=C(N)NC(Nc2cccc(Br)c2)=N1	0.1	-2	-1.0	0	2	0.4	3	0.3	0.3	-0.8	-1.2
CCOc1ccc(NC(=S)Nc2ccc(OCc3ccccc3)cc2)cc1	-0.2	-2	-0.3	-5	2	-0.8	-4	-0.7	-1.7	0.1	1.4
N#Cc1ccc(NC(=O)c2cc(=O)c3ccccc3o2)cc1	0.2	-1	-0.9	-3	-7	-0.9	4	0.5	-1.8	-2.1	0.2
CCC(=O)c1ccc(OC(=O)c2cnccn2)cc1	-0.4	2	1.1	4	2	-0.8	3	5.0*	-0.5	-0.9	4.5
CC(=O)C1=C(O)C(=O)N(c2cc(C(C)(C)C)on2)C1c1ccc(Br)cc1 (stereo unspecified)	-0.1	-3	-1.0	4	-39	-3.1	-17	-1.8	2.0	-1.4	3.7
CC(C)C1OC(CCc2ccccc2)Cc2[nH][nH]c(=O)c21 (stereo unspecified)	1.2	5	2.0	-3	1	x	-5	x	0.3	-0.7	0.9

The list continues:
SMILES	DAX1 inh-1	SMARCA2 act	hcDAF12 agonist	NR1D1 modulator	PLC-beta3 inh	GAA850 FXN act	HGIII-sPLA2 inh	DAX1 inh-2	PG9 binder	ssDAF12 agonist	hgDAF-12 ag
CC(=O)OCCNC(=O)c1cccnc1	0.6	5	-0.5	1	7	1.4	0	0.6	-0.8	-0.9	0.5
CCOC(=O)c1cc(S(=O)(=O)N2CCC(C)CC2)cn1C	0.1	-1	-0.3	-1	-4	-0.7	-6	0.5	0.1	-1.1	-1.1
CCCn1c(-c2ccc(C(=O)OC)cc2)nc2c1c(=O)[nH]c(=O)n2Cc1ccccc1	0.1	0	-0.5	3	-15	2.0	-2	-0.5	-0.3	-0.5	-2.1
COc1ccccc1C(=O)NCC(=O)NC(C)c1ccc(-n2ccnc2)cc1 (stereo unspecified)	-1.7	-2	-2.6	10	-7	0.1	0	-0.5	-0.5	-1.1	-2.8
O=C(CCc1c[nH]c2ccccc12)N1CCCC1	0.6	-1	1.8	0	-1	-0.7	-12	-1.5	1.0	-1.8	-0.9
Cc1ccc(CCNC(=O)Cn2ncc3c([nH]c4ccccc43)c2=O)cc1	-1.2	3	-1.7	-1	-5	0.9	-2	1.1	-0.2	-1.4	0.1
O=C(Nc1ccncc1)c1cn(-c2ccccc2)nc1-c1cccs1	-0.7	0	-1.5	6	-10	0.6	-12	-1.6	1.5	-1.5	-2.0
COC(CN(C)C(C(=O)NC1CCCCC1)c1ccccc1)OC (stereo unspecified)	-1.1	-2	-0.8	4	-2	1.7	2	-0.1	-2.1	-1.6	1.4
